# POLK inh: qHTS for Inhibitors of Polymerase Kappa; DNA polymerase kappa (Homo sapiens), Q9UBT6; purified Pol kappa, fluorescent DNA synthesis assay, 10 min; Potency, µM (titrated, usually from 107 µM), for the others: at the top dose activity, negative = inhibition, actives largely listed as inhibitors; 0.53% of 400,000 active; AID 588579, 2011; note: potency is the fitted concentration of half-maximal effect; % is set by controls: 0 for no effect and ±100 for the full control effect
#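 Kinetic fluorescence readout at 0 and 10 min followed reaction start with substrate at 50 nM final. Beforehand, enzyme (10 nM Pol kappa) stood 15 min with compound at room temperature; buffer-only wells were negative controls.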
# RXFP1 antag: qHTS Assay for Antagonists of the Relaxin Receptor RXFP1; Relaxin receptor 1 (Homo sapiens), Q9HBX9; HEK293-RXFP1, relaxin-stimulated cAMP HTRF, 30 min; active compounds read low; activity change, negative = inhibition, % at 57.5 µM; 0.59% of 350,000 active; AID 1259400, 2018;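 active = activity change of -60% or lower, but not beyond a set lower limit; inconclusive = change between -60% and -40%, or beyond the set limit; inactive = change above -40%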; note: % is set by controls: 0 for no effect and ±100 for the full control effect
# Pol eta inh: qHTS for Inhibitors of Polymerase Eta; DNA polymerase eta (Homo sapiens), Q9Y253; recombinant Pol eta, fluorescent DNA replication assay; Potency, µM (series often up to 114 µM), inactives show at the top dose activity change, negative = inhibition, hits mostly inhibitors; 1.2% of 390,000 active; AID 588591, 2011; note: potency is the fitted concentration of half-maximal effect; % is set by controls: 0 for no effect and ±100 for the full control effect
# Target sequence (Q9Y253 whole entry, looked up): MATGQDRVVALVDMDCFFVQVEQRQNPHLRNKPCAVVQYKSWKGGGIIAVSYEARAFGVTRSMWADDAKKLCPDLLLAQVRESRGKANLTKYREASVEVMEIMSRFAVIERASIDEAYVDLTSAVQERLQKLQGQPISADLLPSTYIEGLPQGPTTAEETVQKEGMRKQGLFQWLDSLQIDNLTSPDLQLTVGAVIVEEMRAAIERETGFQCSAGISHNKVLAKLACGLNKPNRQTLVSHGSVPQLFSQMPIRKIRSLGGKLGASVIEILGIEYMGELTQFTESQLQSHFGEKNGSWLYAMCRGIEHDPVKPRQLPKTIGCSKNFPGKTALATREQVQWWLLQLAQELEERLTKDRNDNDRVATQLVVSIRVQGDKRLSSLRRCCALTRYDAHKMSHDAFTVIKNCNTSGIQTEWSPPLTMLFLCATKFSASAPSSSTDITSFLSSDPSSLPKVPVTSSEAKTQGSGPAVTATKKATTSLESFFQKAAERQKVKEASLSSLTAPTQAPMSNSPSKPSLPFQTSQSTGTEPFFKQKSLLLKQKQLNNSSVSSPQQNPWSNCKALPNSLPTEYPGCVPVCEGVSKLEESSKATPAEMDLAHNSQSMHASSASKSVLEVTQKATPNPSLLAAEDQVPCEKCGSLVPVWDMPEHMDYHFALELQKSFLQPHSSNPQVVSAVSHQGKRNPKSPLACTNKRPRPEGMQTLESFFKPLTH
#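 Pol eta at 10 nM preincubated with compounds 15 min at room temperature; reaction started with fluorescent substrate (50 nM final) and read kinetically at 0 and 10 min.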
# BLM inh: qHTS Assay for Inhibitors of Bloom's syndrome helicase (BLM) | RecQ-like DNA helicase BLM (Homo sapiens), P54132 | recombinant BLM DNA unwinding, fluorescence dequenching | Potency, µM (highest dose often 56.1 µM), without a hit: at the top dose activity change, negative = inhibition, usual class: inhibitors | 0.2% of 350,000 active | AID 2528, 2010;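 note: potency is the fitted concentration of half-maximal effect; plate controls were vehicle for no effect and no enzyme for full effect; nearly all actives have a fitted effect of over 35% in size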
# APEX1 inh: qHTS Assay for Inhibitors of the Human Apurinic/apyrimidinic Endonuclease 1 (APE1); DNA repair nuclease/redox regulator APEX1 (Homo sapiens), P27695; recombinant APE1, TAMRA/BHQ-2 abasic DNA cleavage fluorescence; Potency, µM (top dose mostly 65.8 µM), inactives show top-dose activity change, negative = inhibition, most hits filed as inhibitors; 0.35% of 350,000 active;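 note: potency is the fitted concentration of half-maximal effect; plate controls were vehicle for no effect and reference inhibitor for full effect; nearly all actives have a fitted effect of over 55% in size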
#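 Incision of a quenched TAMRA/BHQ-2 THF abasic-site duplex (50 nM) by 0.75 nM APE1, after 15 min compound preincubation, measured as fluorescence increase over three 60 s reads. Values normalized to buffer, DMSO and NSC13755 control wells.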
# POLI inh: qHTS for Inhibitors of Polymerase Iota | Pol iota fluorescent replication assay, 10 min | Potency, µM (series often up to 115 µM), for inactives: at the top dose activity, negative = inhibition, hits mostly inhibitors | 1% of 390,000 active | AID 588590, 2011; note: potency is the fitted concentration of half-maximal effect
#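 Pol iota at 10 nM preincubated 15 min with compounds at room temperature; reaction started with fluorescent substrate, 50 nM final. Fluorescence read kinetically at 0 and 10 min; buffer-only wells as negative control.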
# PGK inhibitor: qHTS Assay to Find Inhibitors of Phosphoglycerate Kinase. 0.043% of 380,000 active. Potency, µM (series often up to 57.5 µM), without a hit: top-dose activity change, negative = inhibition, hits mostly inhibitors. AID 602233, 2012. PGK/GAPDH coupled, Kinase-Glo luminescence, 60 min; note: potency is the fitted concentration of half-maximal effect; % is set by controls: 0 for no effect and ±100 for the full control effect; nearly all actives have a fitted effect of over 60% in size
#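 Luminescent ATP detection (Kinase-Glo Plus) follows a 60-minute room-temperature incubation, with wells lacking PGK as controls. Buffer: 100 mM TEA (pH 7.6), 5 mM MgCl2, 0.01% Tween-20. Coupling enzyme GAPDH (100 nM final) supplies unstable 1,3-BPG in-well.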
# Pol beta inh: qHTS Assay for Inhibitors of DNA Polymerase Beta. Pol beta primer extension/strand displacement, fluorescence kinetic. 1.3% of 340,000 active. AID 485314, 2010. Potency, µM (highest dose often 114 µM), for inactives: at the highest dose activity change, negative = inhibition, most hits filed as inhibitors; note: potency is the fitted concentration of half-maximal effect; % is set by controls: 0 for no effect and ±100 for the full control effect
#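 Pol beta (10 nM) and compounds were preincubated 15 min at room temperature, then 50 nM substrate (final) started primer extension/strand displacement. Reads were taken at 0 and 10 min; concentration-response data were fitted to a four-parameter Hill equation.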
# Apoferritin bind: qHTS Assay for Identification of Novel General Anesthetics; Ferritin light chain (Equus caballus), P02791; apoferritin/1-aminoanthracene competitive binding, fluorescence; Potency, µM (titrated, usually from 77.5 µM), for the others: at the top dose activity change, negative = displacement, actives largely listed as inhibitors; 0.074% of 350,000 active; AID 485281, 2010; note: potency is the fitted concentration of half-maximal effect; % is set by controls: 0 for no effect and ±100 for the full control effect; nearly all actives have a fitted effect of over 20% in size
# Target sequence (P02791 2-175 limits assumed): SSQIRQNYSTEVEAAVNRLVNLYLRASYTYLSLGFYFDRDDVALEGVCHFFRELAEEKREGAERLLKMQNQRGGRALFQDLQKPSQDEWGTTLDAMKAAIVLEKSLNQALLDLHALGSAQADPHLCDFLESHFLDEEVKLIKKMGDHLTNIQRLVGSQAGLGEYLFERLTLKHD
#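 Concentration-response curves derived by four-parameter Hill fitting of normalized fluorescence, where compounds displaced 1-AMA from 10 uM horse apoferritin following a brief 10 min room-temperature incubation; propofol titration acted as positive control.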
# * marks the source's active call; other numbers are inactive results; i = inactive; ? = inconclusive; nt = no result given; & = joins results of further samples; [ ] = another dose, or the depositor's remark. Unless noted, calls come from the whole dose curve; as a rule, active = well fitted curve in the direction sought with a large enough effect; inconclusive = small, poorly fitted or top-dose-only effect, or another doubt; inactive = no such curve, though single readings can be large; an effect the other way counts as inactive or inconclusive.
SMILES	Pol eta inh	POLI inh	RXFP1 antag	Apoferritin bind	POLK inh	APEX1 inh	BLM inh	PGK inhibitor	Pol beta inh
CCCOc1cccc(C(=O)NC(=S)Nc2cccc(NC(=O)c3ccccc3Cl)c2)c1	-5%	7%	-5	-3%	-21%	-4%	-9%	-7%	0%
CCOC(=O)C1=C(CN2CCN(c3ccc(OC)cc3)CC2)NC(=O)NC1c1ccc(Cl)cc1 (stereo not given)	-18%	0%	nt	-3%	-12%	nt	-9%	-5%	0%
CC(OC(=O)Cc1coc2cc3c(cc12)CCC3)C(=O)NCc1ccc2c(c1)OCO2 (stereo not given)	-11%	7%	-10	?	3%	-3%	-11%	i	9%
CCOC(=O)c1ccc(NC(=O)c2nc[nH]c2C(=O)N[C@H](C)c2ccccc2)cc1	-15%	19%	nt	4%	-17%	0%	-7%	6%	-1%
CC(C)Cc1ccc(C(C)NC(=O)Cc2ccc(S(=O)(=O)N3CCOCC3)s2)cc1 (stereo not given)	-16%	15%	-5	nt	-17%	2%	nt	5%	nt
Cc1ccc(NC(=O)COc2cccc(-n3cnnn3)c2)cc1[N+](=O)[O-]	-15%	0%	-5	-14%	-4%	63%[activator]	-7%	8%	0%
CC(=O)NC(NC(C)=O)c1ccc(Br)cc1	-9%	-2%	2	-7%	-12%	16%	3%	i	27%
Cc1ccc(NC(=O)CN(C)C(=O)CCC(=O)c2cccs2)cc1	?	?	-4	-4%	-6%	-6%	-7%	4%	18µM*
CCn1c(SCC(=O)Nc2cccc(OC)c2)nnc1-c1ccc(Cl)cc1	3%	-14%[58.9 µM]	-29	-7%	-12%	0%	0%	-6%	9%
O=[N+]([O-])c1cc(S(=O)(=O)C(F)(F)F)ccc1Sc1nc2ccccc2[nH]1	?	?	-37	?	-18%	-1%	-19%	-11%	-19%
CC1=CC(C2CC(=O)N(c3ccc(C)cc3)C2=O)CC2C(=O)N(c3ccc(C)cc3)C(=O)C12 (stereo not given)	-16%	64%[activator]	-18	-3%	-2%	6%	-8%	-1%	?
Cc1ccccc1-n1c(SCC(=O)Nc2cccc3ccccc23)nc(O)cc1=O	-17%	-19%	-34	-9%	-15%	-2%	-4%	0%	?
Cc1cc(C(=O)NCc2cccnc2)n(-c2ccccc2)n1	-15%	15%	nt	-4%	1%	-1%	2%	4%	3%
O=C(CCC(=O)N1CCN(S(=O)(=O)c2ccc([N+](=O)[O-])cc2)CC1)N1CCOCC1	-19%	-4%	-7	nt	-1%	1%	nt	i	nt
COc1ccccc1OC(=O)C1CC(=O)N(c2ccc(Cl)cc2)C1 (stereo not given)	-18%	34%	-3	-11%	-10%	9%	-4%	0%	4%
COC(=O)c1ccc(OC)c(CSc2nnc(-c3ccc(C)cc3)o2)c1	-17%	45%[activator]	-1	nt	6%	nt	nt	5%	nt
N#Cc1ccc(N2C(=O)[C@@H]3C(C(=O)C(c4ccccc4)c4ccccc4)=NN[C@@H]3C2=O)cc1	-16%	-6%	14	-17%	-16%	0%	-5%	i	24%
Nc1ncc(S(=O)(=O)NCc2ccc(Cl)cc2)cn1	-13%	32%[activator]	-2	-7%	-5%[60.1 µM]	nt	-1%	i	14%
CSc1ccccc1-n1nnnc1SCC(=O)Nc1cc(C)ccc1C	-9%	27%	6	6%	-23%	-6%	-11%	-8%	-3%
COc1ccc(CN2C(=O)Cc3c2nc(N)c2c(N)nc(N4CCOCC4)c(C#N)c32)cc1	?	7.9µM*	1	-5%	0%	-4%	-15%	-1%	19%
Cc1ccccc1N1CC(C(=O)Nc2nnc(SCc3cccnc3)s2)CC1=O (stereo not given)	18µM*	?	-19	-18%	-14%	-3%	-10%	-6%	32µM*
CNC(=O)COC(=O)c1ccc(NS(=O)(=O)c2ccc3c(c2)OCCO3)cc1	0%	37%[activator]	-7	-6%	-13%	-5%	0%	0%	20%
Cc1ccc(C)c(S(=O)(=O)N2CCCCC2CCNC(=O)C(=O)NCc2ccccn2)c1 (stereo not given)	-19%	21%	-16	nt	-12%	6%	nt	6%	nt
COc1ccc(C(=O)Nc2ccc(N3CCN(C(=O)c4cccs4)CC3)cc2)cc1Br	-4%	12%	-11	-11%	-18%	-21%	1%	1%	-1%
Cc1ccccc1C(=O)NCC(=O)Nc1ccccc1C(F)(F)F	-16%	-9%	-8	-7%	11%	-1%	3%	i	-2%
CC(=O)c1ccc(N2CCN(C3C(=O)c4ccccc4N3C(C)=O)CC2)cc1 (stereo not given)	-11%	16%	-9	-8%	8%	nt	-9%	1%	51%
COc1ccc(C2C(=O)NN=C2C)cc1 (stereo not given)	-6%	19%	1	nt	-7%	nt	nt	-4%	nt
Cc1ccc(-n2nnnc2SCC(=O)Nc2ccc3c(c2)COC3=O)cc1C	3%	-4%	-2	1%	-21%	-7%	-4%	i	4%
CC(=O)Nc1ccc(NC(=O)COC(=O)c2ccc(C)s2)cc1	2%	-19%	1	1%	-16%	2%	-4%	0%	-16%
Cc1nn(Cc2ccc(Cl)cc2)c(C)c1NC(=O)c1noc2c1CCCCC2	-14%	-2%	-9	-22%	-7%	5%	-8%	4%	?

# Some entries already given, reduced to APEX1 inh, POLI inh and POLK inh.
Compound	APEX1 inh	POLI inh	POLK inh
COc1ccc(C(=O)Nc2ccc(N3CCN(C(=O)c4cccs4)CC3)cc2)cc1Br	-21%	12%	-18%
Cc1ccccc1C(=O)NCC(=O)Nc1ccccc1C(F)(F)F	-1%	-9%	11%

# Following part
SMILES	Pol eta inh	POLI inh	RXFP1 antag	Apoferritin bind	POLK inh	APEX1 inh	BLM inh	PGK inhibitor	Pol beta inh
COc1ccc(S[C@@H](CCN2CC[C@H](O)CCC2=O)c2ccccc2)cc1	-16%	10%	nt	nt	17%&-23%	-4%	nt	-4%	nt
CCOc1cc(C2C(C#N)=C(N)Oc3cc(N)ccc32)ccc1O (stereo not given)	-12%	82%[activator]	-8	-7%	-10%	-7%	-4%	-2%	24%
COc1cc2c(cc1NC(=O)c1cc(-c3ccncc3)nc3ccccc13)oc1ccccc12	-7%	13%	-2	0%	-6%	2%	0%	-14%	17%
Cc1cccc(C)c1NC(=O)c1ccc(OCc2c(C)noc2C)cc1	0%	-21%	-3	nt	7%	7%	nt	-9%	nt
COCCNC(=O)CSc1nc(-c2ccccc2)c(-c2ccccc2)o1	-9%	-11%	-7	-4%	-6%[60.1 µM]	4%	-7%	-4%	-18%
CCCCN(C)CCN1C(=O)C2C(C(=O)Nc3ccc(OC)cc3)C3C=CC2(O3)C1C(=O)NC1CCCCC1 (stereo not given)	-3%	-7%	0	-12%	-9%	-6%	3%	0%	32%
O=C(O)C1CSC2c3ccccc3C(=O)N12 (stereo not given)	-14%	24%	-3	23%	-1%[60.1 µM]	-7%	-5%	-6%	?
N#CC1=C(N)N2C(=C(C#N)C13CCCCC3)SC1CCCCC12O (stereo not given)	1%	9%	14	-10%	-21%	?	-9%	-10%	-4%
COc1cccc(C(=O)N/N=C/c2ccc(OC)c(COc3ccccc3C(N)=O)c2)c1	-6%	-7%	1	-19%	-6%	44%	-4%	i	11%
CC1CC1C(=O)NCCc1ccc(Cl)cc1 (stereo not given)	0%	8%	2	-3%	-7%	23%	1%	7%	16%
Cc1ccc(NC(=O)c2ccc(S(=O)(=O)N3CCC(C)CC3)cc2)nc1	-7%	11%	-12	nt	-11%	5%	nt	-8%	nt
c1ccc(CSc2ccc(-c3ccccn3)nn2)nc1	-17%	26%	-9	-5%	-5%	-5%	-6%	-18%	7%
CNC(=O)C(C)c1ncc(C(F)(F)F)cc1Cl (stereo not given)	-13%	40%[activator]	-6	-1%	3%	-1%	-8%	-3%	-19%
COc1ccc(N(C(=O)CNC(=O)c2ccco2)C(C(=O)NC2CCCCC2)c2ccco2)cc1 (stereo not given)	-16%	12%	-1	-7%	-2%	0%	2%	-10%	-10%
O=c1ccc(-c2ccc(S(=O)(=O)NCC3CCN(Cc4cccc(F)c4)CC3)s2)n[nH]1	-3%	10%	-4	-23%	-14%	-6%	0%	5%	1%

# The list goes on, overlapping the part above by 2 compounds.
SMILES	Pol eta inh	POLI inh	RXFP1 antag	Apoferritin bind	POLK inh	APEX1 inh	BLM inh	PGK inhibitor	Pol beta inh
COc1ccc(N(C(=O)CNC(=O)c2ccco2)C(C(=O)NC2CCCCC2)c2ccco2)cc1 (stereo not given)	-16%	12%	-1	-7%	-2%	0%	2%	-10%	-10%
O=c1ccc(-c2ccc(S(=O)(=O)NCC3CCN(Cc4cccc(F)c4)CC3)s2)n[nH]1	-3%	10%	-4	-23%	-14%	-6%	0%	5%	1%
Cn1c(=O)n(C)c2cc(/C=C3/NC(=O)N(Cc4ccccc4)C3=O)ccc21	-8%	28%	0	-12%	-9%	0%	-2%	-6%	-3%
CCOc1cc(Cn2c(-c3ccc(O)c(OCC)c3)nc3ccccc32)ccc1O	-10%	17%	-4	39%[activator]	-3%[60.1 µM]	nt	-2%	-8%	0%
Fc1cccc(NC(=S)NNc2c3ccccc3nc3ccccc23)c1	?	?	-26	-2%	-4%	?	2%	i	-11%
O=C(NCCc1c[nH]c2ccccc12)/C(=C\c1cccnc1)NC(=O)c1ccccc1F	-17%	-10%	-2	0%	6%	1%	-4%	-5%	-2%
Cc1cc(=O)[nH]c(SCC(=O)N(CCC#N)c2ccccc2)c1C#N	-6%	34%[activator]	-10	-9%	7%	-1%	0%	-1%	37%
C=CCN1C(=O)c2ccc(C(=O)N(C)CC(=O)Nc3ccccc3Br)cc2C1=O	-20%	21%	-5	-10%	0%	-7%	0%	4%	8%

# Screens as filed in PubChem BioAssay.

# A portion of the library; the hit share may differ from the screen's.
